# Screening results from PubChem BioAssay.
# TDP-43 yeast inh: rescues yeast growth from TDP-43 toxicity; Potency, µM (highest dose often 46.1 µM), without a hit: at the top dose growth rescue (activation), most hits filed as activators; TDP-43 expressing yeast growth rescue, BacTiter-Glo, 24 h; 410,000 tested, 1.8% active; AID 652104; further: potency means the concentration at half of the fitted maximal effect; % of control where 0% means no effect; nearly all actives have a fitted effect of over 50% in size
#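 Luminescence from BacTiter-Glo reports growth of TDP-43-expressing yeast after 24 hr at 30 deg C with compound. Cells were raffinose-pregrown to mid-log, then seeded in galactose medium at OD600=0.02.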
# GLP1R inv ag: inverse agonists of human GLP-1 receptor. P43220. HEK293 GLP-1R CRE-luciferase, luminescence, 24 h; GLP-1R form is constitutively active. Potency, µM (titrated, usually from 38.3 µM), without a hit: at the top dose activity change, negative = inhibition, actives largely listed as inhibitors. 410,000 tested, 1.6% active; further: potency means the concentration at half of the fitted maximal effect; on the % scale 0 is the no-effect control and ±100 the full control effect; nearly all actives have a fitted effect of over 55% in size
# Target sequence (P43220 whole entry, looked up): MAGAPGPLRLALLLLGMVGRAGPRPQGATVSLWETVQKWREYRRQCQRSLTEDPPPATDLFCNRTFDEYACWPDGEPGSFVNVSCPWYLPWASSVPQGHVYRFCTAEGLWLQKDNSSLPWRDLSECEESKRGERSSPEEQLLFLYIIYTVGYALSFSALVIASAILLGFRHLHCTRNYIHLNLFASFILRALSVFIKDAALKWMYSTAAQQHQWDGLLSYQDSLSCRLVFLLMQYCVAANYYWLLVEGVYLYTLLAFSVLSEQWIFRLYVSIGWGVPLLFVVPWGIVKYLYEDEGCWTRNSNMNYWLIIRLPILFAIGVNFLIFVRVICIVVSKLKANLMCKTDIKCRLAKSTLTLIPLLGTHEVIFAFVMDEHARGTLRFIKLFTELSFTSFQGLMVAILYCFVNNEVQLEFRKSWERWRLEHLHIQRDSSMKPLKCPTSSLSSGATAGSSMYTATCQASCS
#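 Stable HEK293 clone (constitutively active GLP-1R + cAMP-response luciferase); 200 cells/uL plated, 12 h pre-culture, compound 24 hr, 37 deg C/5% CO2; detection reagent 12 min RT; luminescence.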
# FUS suppressor: rescues growth of FUS-expressing yeast. S. cerevisiae FUS-expressing, growth rescue, OD600, 24 h. Potency, µM (doses to about 76.6 µM), for the others: at the highest dose growth rescue (activation), hits mostly activators. 390,000 tested, 0.24% active. AID 1347120;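 further: potency means the concentration at half of the fitted maximal effect; plate controls were DMSO vehicle for no effect and reference control for full effect; nearly all actives have a fitted effect of over 55% in size; some results filed as inactive show a strong effect at the top dose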
#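 Compound concentration series was pinned onto galactose-induced FUS-expressing yeast seeded at OD 0.005. Plates sat 24hr at 30C; absorbance at 600 nm gave growth. DMSO served as background control.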
# aSyn rescue: alpha-synuclein toxicity inhibition in yeast. Yeast expressing alpha-synuclein, growth rescue, BacTiter-Glo, 24 h. Potency, µM (top dose mostly 46.1 µM), inactives show at the highest dose growth rescue (activation), usual class: activators. 370,000 tested, 0.14% active. AID 652106; further: potency means the concentration at half of the fitted maximal effect; % of control where 0% means no effect; nearly all actives have a fitted effect of over 65% in size
#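 Readout is rescue of growth in alpha-synuclein-expressing yeast, so inhibitors of toxicity appear as activators. Growth after 24 hr at 30 deg C in galactose medium is quantified by luminescence.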
# PTHR1 ag: activates the human parathyroid hormone receptor PTHR1; Potency, µM (doses to about 115 µM), for inactives: at the top dose activation, actives largely listed as activators; HEK293 GP2 PTHR1 cells, GloSensor cAMP luminescence, 1 h; 410,000 tested, 0.075% active; AID 743266; further: potency means the concentration at half of the fitted maximal effect; nearly all actives have a fitted effect of over 55% in size; some results filed as inactive show a strong effect at the top dose; inactives centre near -15; many of its hits are not listed in these tables
# Target sequence (Q03431 whole entry, looked up): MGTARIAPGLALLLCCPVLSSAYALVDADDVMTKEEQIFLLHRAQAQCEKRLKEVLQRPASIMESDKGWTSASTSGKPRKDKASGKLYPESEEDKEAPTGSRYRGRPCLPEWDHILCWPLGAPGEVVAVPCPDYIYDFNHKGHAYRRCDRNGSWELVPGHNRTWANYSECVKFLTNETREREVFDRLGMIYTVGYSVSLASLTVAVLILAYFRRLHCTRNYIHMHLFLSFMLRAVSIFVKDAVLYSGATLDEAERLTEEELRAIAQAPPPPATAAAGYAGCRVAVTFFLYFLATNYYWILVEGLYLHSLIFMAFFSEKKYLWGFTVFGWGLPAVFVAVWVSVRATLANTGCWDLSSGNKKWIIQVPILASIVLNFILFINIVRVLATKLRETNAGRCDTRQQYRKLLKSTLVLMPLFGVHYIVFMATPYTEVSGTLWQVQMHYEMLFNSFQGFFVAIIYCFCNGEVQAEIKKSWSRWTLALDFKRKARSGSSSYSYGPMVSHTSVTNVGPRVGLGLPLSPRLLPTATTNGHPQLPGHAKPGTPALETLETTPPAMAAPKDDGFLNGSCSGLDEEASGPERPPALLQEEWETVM
#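 HEK-293-derived GP2 cells expressing PTHR1 and a GloSensor cAMP reporter, 3,000/well, plated overnight, given luciferin plus IBMX (each 0.5 mM as added) for 1 h at 37 °C, then compound for 1 h at 37 °C. Luminescence was read after 15 min at room temperature.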
# GLP-1R agonist: activates the human GLP-1 receptor | P43220 | HEK293 GLP-1R CRE-luciferase, luminescence, 4-6 h; cells express a hypersensitive GLP-1R form | Potency, µM (top dose mostly 45.6 µM), for inactives: at the highest dose activation, actives largely listed as activators | 380,000 tested, 0.007% active | AID 624172; further: potency means the concentration at half of the fitted maximal effect; % of control where 0% means no effect
# D3 antag: D3 dopamine receptor (human) antagonism; 360,000 tested, 2.5% active; AID 652054; D3R cells, DiscoveRx beta-arrestin luminescence, antagonist mode; active compounds read low; max response, negative = inhibition, %; P35462; in the data active means max response below about -50%; inconclusive means no clear call, values can overlap the other calls; further: on the % scale 0 is the no-effect control and ±100 the full control effect; mostly tested at two doses, the higher about 12 µM
#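 Cells expressing the human receptor were seeded at 1500 cells/well, incubated overnight at 37 degrees C in 5% CO2, then exposed to library compounds with dopamine controls for 90 minutes at 37 degrees C before luminescent detection.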
# Akt phos inh: inhibitors of Akt phosphorylation | Neuro2A IGF-stimulated pAkt S473 HTRF, 20 min; active compounds read low | activity change, % for hits at 50 µM | 360,000 tested, 0.32% active | AID 651550; in the data active means activity change below about -80%; inconclusive means mostly about -51% to -80%; further: on the % scale 0 is the no-effect control and ±100 the full control effect
#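 Single-point screen (50 µM final compound) in Neuro2A cells stimulated 20 min with 6 nM IGF at 37 deg C. After lysis, Ser473-phosphorylated Akt read by HTRF (ex 330 nm, em 615/665 nm) as the 665/615 ratio.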
# Abeta yeast res: compounds reversing amyloid beta toxicity in yeast | yeast expressing A-beta42, growth rescue, OD600, 48 h; response scale: 0% DMSO, 100% iron-clioquinol control | Potency, µM (series often up to 46.1 µM), inactives show at the highest dose growth rescue, usual class: activators | 410,000 tested, 0.063% active | AID 1347071; further: potency means the concentration at half of the fitted maximal effect; nearly all actives have a fitted effect of over 55% in size
#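 Yeast A-beta toxicity model in growth medium with pinned compounds, 48 h at 30 C; growth read as absorbance at 600 nm. Normalized to FeCl3/clioquinol equimolar mix (positive) and DMSO (negative).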
# * hit, by the source's call; i = inactive; ? = inconclusive; / = no result given; [ ] = dose if it differs, or a comment. Unless noted, the call rests on the fitted dose curve; in most records, active means well fitted curve in the direction sought with a large enough effect; inconclusive means small, poorly fitted or top-dose-only effect, or another doubt; inactive means no such curve, though single readings can be large; an effect the other way counts as inactive or inconclusive. Some of the compounds tested; rates above refer to the full screens.
SMILES,TDP-43 yeast inh,GLP1R inv ag,FUS suppressor,aSyn rescue,PTHR1 ag,GLP-1R agonist,D3 antag,Akt phos inh,Abeta yeast res
CC1CC(C)(C)NCc2ccccc21 (configuration not stated),18%,2%,-52%,-5%,i,-2%,19,i,12%[9.22 µM]
COc1ccc(NC(C)=O)cc1NC(=O)c1cccc(S(=O)(=O)N2CCN(Cc3ccccc3)CC2)c1,18%,7%,/,0%,i,-3%,-9,i,8%
Cc1ccc(C)c(N2CCN(C(=O)c3cc4c(=O)n(Cc5ccccc5)ccc4nc3C)CC2)c1,0%,?,?,/,i,/,/,/,0%
Cc1nn(CC(=O)Nc2ccccc2)c(=O)c2ccccc12,9%,7%,1%,-1%,-14%[57.5 µM],-1%,?,i,-8%
COc1ccc(C2C(C#N)=C(N)N(c3cccnc3)C3=C2C(=O)CCC3)cc1Cn1cc([N+](=O)[O-])cn1 (configuration not stated),-3%,-5%,?,0%,i,-11%,-29,i,-1%
Nc1cc(S(=O)(=O)N2CCCCC2)ccc1N1CCCCC1,?,-40%,/,8%,-27%,0%,16,i,-1%
Cn1c(=O)[nH]c(=O)c2c1nc(N1CCNCC1)n2Cc1cccc2ccccc12,-1%,17%,18%,3%,i,15%,-80*,i,-14%
CCCCc1cc(=O)oc2cc(C)cc(OC(C)C(=O)NCC3CCC(C(=O)O)CC3)c12 (configuration not stated),2%,2%,-3%,-6%,-9%,0%,0,i,-22%
CCOC(=O)CNC(=O)CSc1nc2sc(C)c(C)c2c(=O)n1C,9%,2%,13%,1%,i,-11%,6,i,11%
CCCc1cc(NC(=O)COC(=O)c2ccc(O)cc2O)n(-c2ccccc2)n1,12%,?,-8%,-3%,-30%[inhibitor],11%,4,i,-3%
O=C(O)C1=C[C@H](c2ccccc2)C[C@H](OCCCCO)O1,?,16%,-24%,-1%,i,-5%,13,i,-8%
CC(C)CN1C(=O)C(=O)N(CC(=O)NCCCc2ccccc2)C1=O,12%,10%,-18%,5%,i,-7%,56,i,7%
O=C(NCC1CCN(Cc2ccc(F)cc2)CC1)C1CCCN(c2ncnc3c2nc2n3CCCCC2)C1 (configuration not stated),-4%,?,23%,3%,-13%,0%,5,i,/
CCOc1cc(N2CCOCC2)c(OCC)cc1NC1=NCCCCC1,2%,3%,24%,-2%,-24%[57.5 µM],-9%,0,i,-2%
CCC(C(=O)N1CCN(c2ncccn2)CC1)c1ccccc1 (configuration not stated),24%,-11%,6%,9%,-40%[inhibitor],-1%,2,i,15%
O=C(CSc1ccc2c(c1)OCCO2)Nc1ncc(Cl)cc1Cl,?,0%,6%,4%,-19%[57.5 µM],20%,8,/,17%
N#CC(CC(=O)c1ccc(Cl)cc1)c1ccccc1 (configuration not stated),13%,-22%,/,13%,-44%,7%,-20,i,-9%
CCc1cccc(CC)c1NC(=S)NCc1nc2ccccc2[nH]1,0%,-11%,8%,1%,-37%[inhibitor],1%,-6,i,-10%
COc1cc(Cl)c(C)cc1NC(=O)CCCN1C(=O)CCC1=O,-19%,7%,/,-4%,i,1%,-14,i,6%
Cc1occc1C(=O)NCCCc1ccccc1,-31%[inhibitor],-28%,?,-22%,i,-10%,-5,/,-23%
O=C(N/N=C/c1cccc(O)c1)c1ccc(-n2cnnn2)cc1,-19%,66%[activator],?,2%,i,3%,-4,i,-15%
CCn1ncc([N+](=O)[O-])c1C(=O)Nc1ccc(C)c(C)c1,?,6%,-12%,2%,i,-3%,30,i,-14%
Cc1ccc(NC(=O)CCC(=O)c2ccc(Cl)s2)nc1,11%,-3%,5%,4%,i,-7%,-2,i,-34%
CCOc1ccccc1NC(=O)CSc1ncc(S(=O)(=O)c2ccc(C)c(C)c2)c(N)n1,17%,-9%,32µM*,/,i,2%,/,/,-1%
Cn1c(=O)c2cc(S(=O)(=O)NCCC(=O)N3CC=C(c4ccccc4)CC3)ccc2n(C)c1=O,-19%,0%,25%,2%,-16%,-8%,8,i,4%
C=CCNC(=S)N/N=C/c1ccc(N(CC)Cc2ccccc2)cc1,30%,?,/,-8%,i,1%,?,i,?
CCN1C(=O)/C(=C/c2cn(-c3ccccc3)nc2-c2cccnc2)SC1=S,6%,7%,-2%,0%,-6%,11%,1,i,-1%
COc1cc(CNCCSc2nnnn2C)ccc1OCc1ccc(Cl)cc1Cl,-19%,-22%,23%,/,-33%[inhibitor],0%,/,/,-21%
CCc1nc2ccc(C(=O)NCCOc3ccc(OC)cc3)cn2c1N(CC)CCN(C)C,19%,2%,-5%,-12%,i,10%,-22,i,-14%
Nc1nc(NCCCN2CCOCC2)nc(Nc2cccc(F)c2)c1[N+](=O)[O-],-14%[1.82 µM],7%,-1%,4%,i,17%,-13,i,-5%
Cc1ccccc1-c1nnc(SCC(=O)N2CCCc3ccccc32)o1,?,?,33%,/,-31%[inhibitor],/,/,/,-7%
CCCc1nc2ccccc2[nH]1,-2%,0%,7%,3%,i,-9%,24,i,15%
CCc1nc(SCC(=O)Nc2ccccc2OC)n[nH]1,20%,9%,-24%,1%,i,7%,-7,i,9%
O=C(Nc1nnc(CCc2ccccc2)s1)c1cccc(F)c1,3%,12%,-9%,-9%,-39%,1%,-29,i,-15%
COc1ccc2oc(C)c(C(=O)NN)c2c1,-9%,-2%,8%,3%,i,-8%,-11,i,-1%
CCOc1ccc(N2C(=O)CC(N3CCN(c4ccc([N+](=O)[O-])cc4)CC3)C2=O)cc1 (configuration not stated),?,17%,16%,10%,-39%[inhibitor],10%,-6,i,-19%
CCOc1ccc(NC(=O)CN2CCN(Cc3ccccc3)S2(=O)=O)cc1,0%,-15%,7%,/,i,/,/,/,-4%
CC(=O)N1c2ccccc2C(=O)C1N1CCN(c2cccc(C)c2C)CC1 (configuration not stated),-5%,17%,16%,/,19%,/,/,/,0%
CCOc1ccc(Nc2cc(=O)oc3ccccc23)cc1,-18%,-15%,11%,-14%,11%[57.5 µM],4%,-14,i,7%
COc1ccc(OC)c(NS(=O)(=O)c2cc(OC)ccc2OC)c1,-14%,0%,3%,7%,?,6%,-13,i,-5%

# Reprinted at random: 2 entries already listed
SMILES,TDP-43 yeast inh,GLP1R inv ag,FUS suppressor,aSyn rescue,PTHR1 ag,GLP-1R agonist,D3 antag,Akt phos inh,Abeta yeast res
CC(=O)N1c2ccccc2C(=O)C1N1CCN(c2cccc(C)c2C)CC1 (configuration not stated),-5%,17%,16%,/,19%,/,/,/,0%
CCN1C(=O)/C(=C/c2cn(-c3ccccc3)nc2-c2cccnc2)SC1=S,6%,7%,-2%,0%,-6%,11%,1,i,-1%

# More records follow:
SMILES,TDP-43 yeast inh,GLP1R inv ag,FUS suppressor,aSyn rescue,PTHR1 ag,GLP-1R agonist,D3 antag,Akt phos inh,Abeta yeast res
O=C(COC(=O)c1ccc2ncsc2c1)Nc1ccc(Cl)cc1,?,13%,39%,-1%[1.84 µM],-22%,-3%,-9,i,3%
COc1ccc(N2CCN(C(c3ccccc3OC)c3nnnn3C3CCCC3)CC2)cc1 (configuration not stated),?,?,?,10%,i,11%,36,i,4%
COc1ccccc1C(=O)NCC(=O)NC(C)c1ccc(-n2ccnc2)cc1 (configuration not stated),-3%,15%,/,-4%,-19%,3%,-22,i,-14%
COc1ccccc1-n1c(-c2cc(-c3ccco3)[nH]n2)n[nH]c1=S,19%,38%[activator],25%,1%,i,-5%,14,i,-7%
Cc1nc2c(-c3ccc(Cl)cc3)c(C)[nH]n2c(=O)c1Cc1ccccc1,-4%,?,7%,5%,-18%,-1%,?,i,11%
Cc1cc(C)cc(OCC(=O)NC2=NCCS2)c1,10%,9%,1%,0%,-3%[57.5 µM],-4%,12,i,14%
CCC1(C)Cc2ccccc2-c2[nH]c(=S)[nH]c(=O)c21 (configuration not stated),-13%[1.82 µM],-12%,14%,6%,-5%,15%,?,i,-4%
O=c1c2c3c(sc2nc2sc(CN4CCOCC4)cn12)CCCC3,1%,14%,-65%[inhibitor],6%,-26%[57.5 µM],0%,4,i,10%
CN(Cc1ccccc1O)CC1CCCN(CCc2ccc(Cl)cc2)C1 (configuration not stated),9%,?,-4%,0%,i,11%,-55*,i,-13%
COc1ccccc1N1CCCSC1=Nc1ccccc1,17%,?,3%,0%,i,7%,5,i,5%
COc1ccccc1/C=C/C(=C1/C(=O)N(c2ccccc2)N=C1C)c1ccc(C)cc1,-7%,11%,7%,-3%,i,5%,0,i,-3%
O=C(CSc1nnc(-c2cccc(F)c2)c(-c2cccc(F)c2)n1)NC1CCCCC1,22%,41%[activator],?,/,-6%,/,/,/,-4%
O=C(CCc1nnc2n(Cc3ccc(F)cc3)c(=O)c3ccccc3n12)N1CCN(c2ccccn2)CC1,-2%,-16%,16%,-1%,i,-9%,33,i,/
COc1ccccc1N(CC(=O)NCc1cccnc1)S(C)(=O)=O,-4%,-2%,-4%,-2%,0%[57.5 µM],-2%,-9,i,20%
O=C1[C@H](Cc2ccccc2)NCCCC[C@H](c2ccc(Cl)cc2)N1Cc1ccc(Cl)cc1,?,?,?,-51%[inhibitor],i,2%,-10,i,-52%[inhibitor]
CCOc1ccc(NC(=O)CN2C(=O)COc3ccc(S(=O)(=O)NC4CCCC4)cc32)cc1,9%,-24%,-15%,/,i,/,/,/,-18%
O=C1NC(c2cccs2)C(C(=O)c2ccccc2)C(O)(C(F)(F)F)N1 (configuration not stated),-11%,-1%,-6%,0%,-40%[inhibitor],3%,-14,i,9%
Fc1cc(Cl)ccc1Nc1nc(NCc2ccccc2)nc2ccsc12,?,17%,24%,-33%[inhibitor],i,31%,10,i,-22%
O=c1c2ccccc2c(-c2n[nH]c(=S)o2)nn1Cc1ccccc1,7%,30%,18%,-1%,-36%[inhibitor],1%,9,i,6%
COCc1c(C(=O)NC2CCCCCC2)oc2ccccc12,/,?,12%,2%,-6%,21%,0,i,5%
